NPY-Y2 antag = blocks the human neuropeptide Y Y2 receptor; NPY-Y2 expressing cells, antagonist mode; inhibition, % at 2.7 µM; actives 0.99% (n = 140,000); AID 793; in the data active = inhibition above about 17%;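 also: 0% = vehicle with agonist challenge and 100% = reference antagonist with challenge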
Target sequence (P49146 whole entry, looked up): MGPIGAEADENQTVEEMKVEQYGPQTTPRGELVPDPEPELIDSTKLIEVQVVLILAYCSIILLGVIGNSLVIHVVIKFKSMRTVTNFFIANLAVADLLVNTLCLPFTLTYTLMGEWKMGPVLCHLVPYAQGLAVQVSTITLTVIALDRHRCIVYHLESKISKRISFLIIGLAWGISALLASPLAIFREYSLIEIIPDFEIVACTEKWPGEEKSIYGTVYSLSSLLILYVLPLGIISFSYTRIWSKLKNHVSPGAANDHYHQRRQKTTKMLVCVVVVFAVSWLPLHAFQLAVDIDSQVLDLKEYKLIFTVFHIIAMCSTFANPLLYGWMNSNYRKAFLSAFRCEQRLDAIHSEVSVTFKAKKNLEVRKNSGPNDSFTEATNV
Yeast growth inh = yeast BB579 growth reduction in restrictive medium; S. cerevisiae BB579 growth, OD615, 48 h; inhibition, % at 10 µM; actives 0.51% (n = 140,000); AID 804;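 active = inhibition above a set limit, 3 SD over the mean compound inhibition, cut at about 44% in these data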; also: inactives centre near -24
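test system = yeast BB579 (DeaD) | buffer or medium = restrictive CSMM-D medium | doses = single compound dose of 10 µM, 0.25% DMSO final | times = 4 h preincubation and 48 h exposure at 30 °C | technique = culture absorbance at 615 nm | benchmarks = amphotericin B 10 µg/mL, positive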
MRP-1 activ = activators of MRP-1. H69AR cells + doxorubicin, viability rescue, CellTiter-Glo. viability increase, % at 10 µM. actives 0.61% (n = 140,000);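 active = viability gain under doxorubicin at or above a set limit, the compound median plus 3 SD, cut at about 4.7% in these data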;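 also: MRP-1 overexpressing cells given doxorubicin 25 µM after compound pretreatment; 18-22 h compound pretreatment then 72 h with doxorubicin before readout; 0% = doxorubicin-only wells and 100% = vehicle-treated cells without doxorubicin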
Yeast lifespan up = extends the lifespan of yeast. S. cerevisiae growth with nicotinamide, OD615; deaD strain in restrictive glucose medium. inhibition of the nicotinamide effect, % at 10 µM. actives 0.68% (n = 130,000). AID 775;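 active = inhibition above a set limit, placed 3 SD over the median of all compounds, cut at about 26% in these data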;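 also: 0% = nicotinamide-treated wells and 100% = cells grown without nicotinamide; some compounds called inactive have numbers as strong as hits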
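Material: Modified budding yeast, DeaD strain | Medium: Restrictive glucose medium | Probe or stimulus: 1.5 mM nicotinamide | Dosing: Single dose 10 µM compound, 0.25% DMSO | Times: 48 h at 30 °C | Technique: OD615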
Phagocytosis inh = blocks phagocytosis by macrophages; J774A.1 macrophage IgG-bead phagocytosis, imaging; inhibition, % at 5 µM; actives 0.07% (n = 110,000);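 active = inhibition above the mean of the plate negative controls plus 5 SD, cut at about 13% in these data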;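 also: phagocytic index as fraction of beads internalized from green versus red external bead signal; plate controls were DMSO negative control for no effect and cytochalasin-D positive control for full effect; some results beyond the cut were filed as inactive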
PTEN del growth = PTEN-deleted cell growth suppression; actives 1.2% (n = 140,000); HCT116 PTEN-null viability, CellTiter-Glo, 60 h; active compounds read low; viability, % at 10 µM; AID 827;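 active = viability at or below a set limit, 4 SD under the median of all tested compounds, cut at about 3.7% in these data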;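 also: PTEN knockout HCT116 line with beta catenin targeted HCT116 as companion control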
GALR2 antag = GALR2 (human) receptor antagonism | O43603 | actives 0.39% (n = 140,000) | inhibition, % at 4 µM | GALR2-expressing cells, antagonist mode | AID 828; in the data active = inhibition above about 27%;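 also: cells stimulated with galanin 1-16 at roughly its EC80; 0% = agonist challenge control and 100% = basal control without agonist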
Target sequence (O43603 whole entry, looked up): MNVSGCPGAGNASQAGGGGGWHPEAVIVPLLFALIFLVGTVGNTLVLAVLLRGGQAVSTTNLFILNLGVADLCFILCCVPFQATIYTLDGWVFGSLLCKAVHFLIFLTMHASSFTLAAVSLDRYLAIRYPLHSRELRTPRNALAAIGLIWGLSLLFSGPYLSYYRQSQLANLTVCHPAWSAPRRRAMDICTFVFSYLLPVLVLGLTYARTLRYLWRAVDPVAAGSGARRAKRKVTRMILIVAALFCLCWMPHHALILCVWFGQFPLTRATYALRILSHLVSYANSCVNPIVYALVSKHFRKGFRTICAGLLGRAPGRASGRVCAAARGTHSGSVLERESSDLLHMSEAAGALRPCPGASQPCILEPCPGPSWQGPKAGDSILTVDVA
bCat KO growth = beta-catenin-lacking colon tumor cell growth suppression; HCT116 beta-catenin knockout viability, CellTiter-Glo, 60 h; active compounds read low; viability, % at 10 µM; actives 1.5% (n = 140,000);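 active = viability at or under a set limit, the compound median less 4 SD, cut at about 6% in these data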;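 also: 0% = Hyamine 1622 control at 20 µM and 100% = untreated cell control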
E-sel TNF inh = TNF alpha driven E-selectin expression inhibition; HUVEC TNFa-induced E-selectin immunofluorescence, high content; inhibition, % at 2 µM; actives 0.71% (n = 120,000); AID 1246;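 active = inhibition above the batch mean plus 3 SD, and confirmed as a hit on visual image review, cut at about 43% in these data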;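 also: 0% = TNF-stimulated DMSO wells and 100% = unstimulated control wells; not every result past the cut was called active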
Measles CPE = protection of cells from measles virus; AID 841; protection (pct of control), % at 4 µM; actives 1.5% (n = 140,000); Measles virus-infected cells, CPE protection, absorbance; in the data active = protection mostly above about 24%, no sharp cut-off; inactive = mostly below about 26%; also: some compounds called inactive have numbers as strong as hits
The depositor's hits bear a star; / = not tested or not shown.

SMILES	NPY-Y2 antag	Yeast growth inh	MRP-1 activ	Yeast lifespan up	Phagocytosis inh	PTEN del growth	GALR2 antag	bCat KO growth	E-sel TNF inh	Measles CPE
Oc1ccccc1-c1nnc(COc2ccc(Cl)cc2Cl)o1	8	22	-1.2	-1	0	77	3	81	/	22
CC1(C)Cc2cccc(OCC(=O)Nc3cccnc3Cl)c2O1	4	-42	-1.3	-13	-1	98	-1	102	-22	3
Cn1c(=O)n(-c2cccc(Cl)c2)c(=O)c2c3c(sc21)COC(C)(C)C3	-3	-43	-2.2	6	/	90	4	90	-5	3
Cc1csc(SCC(=O)NC2CCCCC2)n1	0	-16	-1.8	-7	-1	110	-5	96	4	15
Cc1cccc2cc(=O)[nH]c(C)c12	0	-37	0.5	-13	/	102	3	111	/	26
CCCCn1c(SCC(=O)NC(=O)NCc2ccco2)nc2cc(S(N)(=O)=O)ccc21	3	-1	-3.9	-3	0	84	-14	87	/	1
CN1CCN(C(=S)SCC(=O)Nc2nc(-c3ccccc3)c(-c3ccccc3)o2)CC1	4	-21	-0.5	-3	-4	89	-7	93	/	8
CC1CCCCC1N=CC1=C(O)CC(C)(C)CC1=O (stereo unspecified)	7	-26	-0.7	-6	-1	97	-6	86	/	18
Cc1ccc(-n2nnnc2Sc2ccc(S(=O)(=O)NCCN(C)C)cc2[N+](=O)[O-])cc1	4	-45	-4.3	5	-6	1.6*	20	1.7*	/	2
Cc1ccc(C(=O)CC(=O)c2cccc(F)c2)c(O)c1	4	-34	0.3	-6	-1	40	14	49	-11	14
COc1ccccc1Nc1nnc(SCC(=O)N2CCCC2=O)s1	2	-35	1.1	-10	-1	104	-10	105	22	16
O=C(CNS(=O)(=O)c1ccccc1)Nc1ccc(C(F)(F)F)cc1	2	-28	-1.0	-7	-2	78	2	74	-13	7
CCN(CC)C1=NC=CC(c2ccccc2)=CC1C (stereo unspecified)	3	-3	-1.6	5	1	99	-1	91	/	16
O=C(NCCc1ccccc1)c1nc2nc(-c3cccs3)cc(C(F)(F)F)n2n1	4	-7	-3.6	/	/	76	-9	90	9	3
Cn1nc([N+](=O)[O-])nc1Oc1ccc2ccccc2c1	0	-7	-2.0	-18	0	97	3	99	22	2

4 entries from above, with bars between the fields.
Molecule | NPY-Y2 antag | Yeast growth inh | MRP-1 activ | Yeast lifespan up | Phagocytosis inh | PTEN del growth | GALR2 antag | bCat KO growth | E-sel TNF inh | Measles CPE
COc1ccccc1Nc1nnc(SCC(=O)N2CCCC2=O)s1 | 2 | -35 | 1.1 | -10 | -1 | 104 | -10 | 105 | 22 | 16
O=C(CNS(=O)(=O)c1ccccc1)Nc1ccc(C(F)(F)F)cc1 | 2 | -28 | -1.0 | -7 | -2 | 78 | 2 | 74 | -13 | 7
CCN(CC)C1=NC=CC(c2ccccc2)=CC1C (stereo unspecified) | 3 | -3 | -1.6 | 5 | 1 | 99 | -1 | 91 | / | 16
O=C(NCCc1ccccc1)c1nc2nc(-c3cccs3)cc(C(F)(F)F)n2n1 | 4 | -7 | -3.6 | / | / | 76 | -9 | 90 | 9 | 3

Ordered by count of non-hydrogen atoms (high to low): some entries from above.
SMILES	NPY-Y2 antag	Yeast growth inh	MRP-1 activ	Yeast lifespan up	Phagocytosis inh	PTEN del growth	GALR2 antag	bCat KO growth	E-sel TNF inh	Measles CPE
O=C(NCCc1ccccc1)c1nc2nc(-c3cccs3)cc(C(F)(F)F)n2n1	4	-7	-3.6	/	/	76	-9	90	9	3
CCN(CC)C1=NC=CC(c2ccccc2)=CC1C (stereo unspecified)	3	-3	-1.6	5	1	99	-1	91	/	16
Cc1cccc2cc(=O)[nH]c(C)c12	0	-37	0.5	-13	/	102	3	111	/	26

New compounds follow.
SMILES	NPY-Y2 antag	Yeast growth inh	MRP-1 activ	Yeast lifespan up	Phagocytosis inh	PTEN del growth	GALR2 antag	bCat KO growth	E-sel TNF inh	Measles CPE
CCN(CC)S(=O)(=O)c1ccc(C(=O)OCCNC(=O)c2cccnc2)cc1	4	30	-0.5	-8	-3	97	4	101	11	9
CCCOc1ccc(C(=O)N2CC3(CC(c4cccc(NC(=O)[C@@H]5CCC(=O)N5)c4)=NO3)C[C@H]2C(=O)NC2(C(N)=O)CC2)cc1 (stereo partly specified)	0	-24	-0.4	-22	-4	101	10	110	-60	0
COC(=O)c1cc(=O)n(CCc2ccc(OC)cc2)c(=Nc2ccc(F)c(Cl)c2)s1	0	25	-5.5	3	/	7	5	7	13	3
CCn1c(-c2ccc(OC)c(OC)c2)n[nH]c1=S	0	12	-2.5	-8	-3	92	0	98	-14	35
Cc1c(NC(=O)c2c(NC(=O)CNC3CC3)sc3c2CCCC3)c(=O)n(-c2ccccc2)n1C	7	-3	-2.1	-6	-11	103	8	96	9	6
O=C(COC(=O)c1ccccc1C(=O)c1ccccc1)Nc1ccc(SC(F)F)cc1	5	-26	0.1	4	-7	88	2	91	/	8
Cc1ccc(-n2ncc3c(=O)[nH]c(SCC(=O)N4CCCCC4)nc32)cc1	3	-27	-4.5	-6	-1	91	-1	82	/	10
Cc1ccnc(NC(=O)/C=C/c2ccccc2Cl)c1	4	-14	-2.8	-7	2	76	-2	77	14	15
COc1cc2c(cc1OC)C(c1cc(OC)c(OC)c(OC)c1)NCC2 (stereo unspecified)	3	-33	-1.5	/	/	90	0	97	-1	5
CN(Cc1ccccc1)C(=O)c1ccccc1NC(=O)c1ccccc1	4	-29	-4.6	-15	-1	75	-2	69	-44	28
Cc1ccc(N2CCN(C3=NC(=O)/C(=C\c4cccs4)S3)CC2)cc1	14	-36	-0.6	-20	0	100	1	98	-37	16
O=C(CCNc1cccc(Cl)c1)c1ccco1	4	-2	-4.5	-7	0	38	9	50	-28	7
O=C1C2C3c4ccccc4C(c4ccccc43)[C@@H]2c2nc3ccccc3n21 (stereo partly specified)	9	-65	-2.6	-17	3	69	9	65	20	7
CN(C(=O)COC(=O)CNC(=O)C12CC3CC(CC(C3)C1)C2)C1CCS(=O)(=O)C1 (stereo unspecified)	1	-24	-0.9	-3	0	94	7	98	-29	9
CCC(=O)Nc1ccc(OC)cc1OC	1	-42	-0.6	-15	0	105	9	105	22	16
CC1CCCN(S(=O)(=O)c2ccc(NC(=O)CN3CCN(C)CC3)cc2)C1 (stereo unspecified)	4	-95	0.2	-5	1	107	-9	98	-47	6
CC(C)c1nnc(NC(=O)CCCCCN2C(=O)C3C4C=CC(C4)C3C2=O)s1 (stereo unspecified)	1	22	-1.5	-5	/	85	-13	84	14	8
COC(=O)C1=C(C)N(CCCC(=O)O)C(=O)NC1c1cc2c(cc1[N+](=O)[O-])OCO2 (stereo unspecified)	1	9	-1.8	12	/	104	7	100	/	6
Cc1cccc(OCCSc2cc(C)nc(N)n2)c1	3	-53	0.4	-17	0	94	2	94	-24	13
CS(=O)(=O)Nc1nnc(SCC(=O)N(c2ccccc2)c2ccccc2)s1	-1	10	-0.1	-1	-5	95	-13	86	/	19
COc1ccc(/C(C)=N/OC/C(O)=C(\C#N)c2nc3ccccc3[nH]2)cc1	1	-20	-5.3	-3	-2	76	5	74	/	1
CCCC(c1nnnn1Cc1ccc(F)cc1)N1CCN(C2CCCCC2)CC1 (stereo unspecified)	31*	-48	-0.7	3	-2	77	20	77	13	3
O=C(CCN1C(=O)c2ccccc2C1=O)Nc1ccc(F)cc1F	1	-19	0.3	-10	-1	91	4	106	-16	5
CCCCN1C2=NCCCN2c2cc(C)c(C)cc21	22*	12	-2.4	4	-6	54	-4	52	25	3
Cc1ccc(C)c(-n2cc(-c3ccc(Cl)cc3)nc2SCC(=O)NC2CCS(=O)(=O)C2)c1 (stereo unspecified)	1	-22	-3.2	-3	-8	82	0	75	/	8
Cc1noc(C)c1COC(=O)c1ccc2c(c1)OCO2	4	-28	-0.4	-18	0	89	-2	101	0	3
CCOC(=O)CC1C(=O)NCCN1C(=O)NC1CCCCC1 (stereo unspecified)	0	-17	-2.0	-6	-2	97	-22	91	30	5
COCc1cc(/C=N\NC(=O)Cc2ccc(OC)cc2)ccc1OC	4	-24	2.4	-1	-2	101	6	97	/	4
CCOC(=O)C1CCCN(S(=O)(=O)c2ccc(Br)s2)C1 (stereo unspecified)	6	-16	-0.8	-1	1	91	8	91	-15	4

High-throughput results from PubChem.

The order is random, and some 6.1% of all compounds hit somewhere here.
